SENP7 block: blocks the human protease SENP7; Q9BQF6; AID 434973; 330,000 tested, 1.5% active; recombinant SENP7, Z-RLRGG-aminoluciferin luminescence, 40 min; inhibition, % at 5 µM;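 active = inhibition above about 50% at the single test dose, limit read from the data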;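 note: plate controls were DMSO with enzyme for no effect and no enzyme buffer wells for full effect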
Apaf-1 inh: blocks human Apaf-1 apoptosome activity; inhibition, % at 20 µM; O14727; reconstituted apoptosome caspase-3 activity, DEVD-Rh110 fluorescence; AID 489030; 330,000 tested, 0.71% active; active = inhibition of at least 40% at 20 µM;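 note: plate controls were DMSO wells for no effect and DEVD-CHO caspase inhibitor wells for full effect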
Target sequence (O14727 whole entry, looked up): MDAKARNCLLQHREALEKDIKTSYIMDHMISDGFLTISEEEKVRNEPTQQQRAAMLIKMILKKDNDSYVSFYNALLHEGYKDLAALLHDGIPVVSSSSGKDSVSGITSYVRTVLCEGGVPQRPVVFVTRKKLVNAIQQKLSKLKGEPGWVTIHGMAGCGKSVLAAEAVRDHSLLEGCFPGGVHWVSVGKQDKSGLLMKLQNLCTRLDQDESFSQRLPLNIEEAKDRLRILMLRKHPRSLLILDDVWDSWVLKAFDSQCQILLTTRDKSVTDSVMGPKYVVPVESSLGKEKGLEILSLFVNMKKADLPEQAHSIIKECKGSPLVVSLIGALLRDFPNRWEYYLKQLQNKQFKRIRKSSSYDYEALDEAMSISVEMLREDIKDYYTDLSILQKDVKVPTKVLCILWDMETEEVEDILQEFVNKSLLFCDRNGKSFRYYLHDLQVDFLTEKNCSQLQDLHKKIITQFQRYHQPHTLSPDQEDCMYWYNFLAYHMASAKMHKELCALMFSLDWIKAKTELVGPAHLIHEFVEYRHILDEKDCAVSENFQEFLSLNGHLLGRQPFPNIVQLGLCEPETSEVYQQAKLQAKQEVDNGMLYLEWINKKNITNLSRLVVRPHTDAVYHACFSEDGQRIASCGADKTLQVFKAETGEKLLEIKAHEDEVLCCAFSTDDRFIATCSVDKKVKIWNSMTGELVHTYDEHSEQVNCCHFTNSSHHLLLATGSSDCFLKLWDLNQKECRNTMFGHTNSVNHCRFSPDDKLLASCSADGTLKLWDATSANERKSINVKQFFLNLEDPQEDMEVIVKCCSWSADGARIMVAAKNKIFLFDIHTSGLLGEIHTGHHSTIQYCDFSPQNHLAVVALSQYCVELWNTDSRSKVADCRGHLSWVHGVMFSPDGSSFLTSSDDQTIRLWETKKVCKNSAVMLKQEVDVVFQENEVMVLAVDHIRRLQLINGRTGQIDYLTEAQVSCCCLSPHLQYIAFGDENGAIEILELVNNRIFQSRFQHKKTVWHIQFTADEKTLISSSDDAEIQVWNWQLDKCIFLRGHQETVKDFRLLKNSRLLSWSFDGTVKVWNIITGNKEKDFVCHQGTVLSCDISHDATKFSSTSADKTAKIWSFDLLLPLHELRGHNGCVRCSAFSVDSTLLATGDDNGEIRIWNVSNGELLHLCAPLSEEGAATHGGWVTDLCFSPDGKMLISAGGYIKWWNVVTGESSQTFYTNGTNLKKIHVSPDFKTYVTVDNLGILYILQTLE
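System: reconstituted apoptosome with Apaf-1, cytochrome c, caspase-9, procaspase-3, dATP; Signal: Rh110 fluorescence intensity; Schedule: 30 min compound preincubation, 50 min activation, room temperature; Reagent: cytochrome c trigger plus (Z-DEVD)2-Rh110 caspase-3 substrate.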
SENP6 block: SENP6 protease inhibition | Q9GZR1 | Recombinant SENP6 catalytic domain, aminoluciferin luminescence | inhibition, % at 10 µM | 330,000 tested, 1.8% active | AID 2599;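 active = inhibition above about 50% at the single tested dose, limit read from the data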;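 note: plate controls were DMSO wells with enzyme for no effect and DMSO wells lacking enzyme for full effect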
SENP1 inh: blocks the human SENP1 SUMO protease catalytic domain. Q9P0U3. recombinant SENP1 catalytic domain, CyPet-SUMO1-YPet FRET cleavage. inhibition, % at 10 µM. 360,000 tested, 0.21% active. AID 624204;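 active = inhibition at least 30% at 10 µM, raw YFP signal under a set limit, fluorescence ratio 0.5 to 1.5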;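 note: 0% = enzyme with DMSO and 100% = no enzyme wells; some results filed as inactive read as strong as hits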
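System: Recombinant human SENP1 catalytic domain, His6-tagged | Incubation: Enzyme reaction for 50 min at room temperature, dark | Medium: Tris pH 8 with BME, BSA, NP40 and catalase | Also added: 25 nM SUMO1 FRET substrate | Compound: 10 µM single point, 0.5% DMSO | Measured by: FRET fluorescence in CFP and YFP emission channels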
HKDC1 inhibitor: blocks human hexokinase HKDC1 activity | Q2TB90 | recombinant HKDC1, G6PDH/diaphorase resazurin coupled fluorescence | inhibition, % at 20 µM | 340,000 tested, 0.16% active | AID 493160;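 active = inhibition above about 35% when tested at 20 µM, limit read from the data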;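 note: plate controls were DMSO wells with enzyme for no effect and DMSO wells lacking enzyme for full effect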
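System: Recombinant HKDC1 hexokinase | Amount: HKDC1 at 5 µg/mL | Reagent: Glucose with 1 mM ATP | Doses: Single 20 µM dose | Incubation: Reaction time 90 min, room temperature, protected from light | Signal: Coupled resazurin fluorescence, excitation 525 nm, emission 613 nm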
PfGluPho inh: PfG6PD (Plasmodium falciparum) enzyme inhibition; PfGluPho enzyme, NADPH resazurin-diaphorase fluorescence; 350,000 tested, 0.78% active; AID 504690; inhibition, % at 20 µM;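 active = inhibition reaching at least a set limit at 20 µM in the primary screen, cut at about 59% in these data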;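 note: 0% = DMSO wells with substrate and 100% = DMSO wells lacking glucose-6-phosphate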
SENP8 block-1: inhibitors of human SENP8 protease; Q96LD8; recombinant SENP8, Nedd8 substrate fluorescence; inhibition, % at 20 µM; 360,000 tested, 0.64% active; AID 602440; in the data active = inhibition mostly above about 40%, no sharp cut-off; inactive = mostly below about 27%
SENP8 block-2: inhibitors of human SENP8 protease | inhibition, % at 10 µM | AID 2540 | 330,000 tested, 1.2% active | purified SENP8, Z-RLRGG-aminoluciferin cleavage, luminescence | Q96LD8; in the data active = inhibition above about 50%
The depositor's hits bear a star; . = no result given.

SMILES	SENP7 block	Apaf-1 inh	SENP6 block	SENP1 inh	HKDC1 inhibitor	PfGluPho inh	SENP8 block-1	SENP8 block-2
Oc1ccccc1N1CCN(c2ncccn2)CC1	-3	-23	-18	-1	-7	10	13	-12
CCCn1c(C)cc(C(=O)COC(=O)c2nccnc2N)c1C	3	2	11	-1	-2	13	-382	-5
O=C(Nc1cccc(S(=O)(=O)NC2=NCCCCC2)c1)C1COc2ccccc2O1 (configuration not stated)	2	-3	1	1	1	-20	21	-8
Cc1cccc(S(=O)(=O)Nc2nc3ccccc3nc2Nc2cccc(C(=O)O)c2)c1	2	12	10	-21	2	-26	-302	0
COc1cc(/C=N/NC(=O)CN(Cc2ccco2)S(=O)(=O)c2ccccc2)ccc1O	4	-8	-5	0	-1	14	-8	-2
COc1cccc(C=NNC(=S)NN=Cc2cccc(OC)c2OC)c1OC	.	.	.	0	-9	19	-247	.
CSc1ccccc1NC(=O)CN(C)Cc1ccc(Br)cc1	2	4	0	2	-5	8	6	-1
CCOc1ccccc1NC(=O)NNS(=O)(=O)c1cc(C)ccc1C	-6	17	-13	0	3	4	4	-14
CC(=O)Nc1ccc(NC(=O)C(C)c2cccc(C(=O)c3ccccc3)c2)cc1 (configuration not stated)	-5	-9	-14	0	-6	4	10	-5
CCCn1nc(C(=O)Nc2cc(S(=O)(=O)Nc3ccc(OC)cc3)ccc2O)c2ccccc2c1=O	6	8	0	3	-3	-8	24	-4
COc1ccccc1CNC(=O)CN1C(=O)COc2ccc(S(=O)(=O)NC3CCCC3)cc21	-3	4	5	1	-4	-1	27	0
COc1cc(NC(=O)C2CCCN2C(=O)C2CCC(C)CC2)cc(OC)c1OC (configuration not stated)	-4	-8	-3	-1	-3	1	8	8
CCn1c(SCC(=O)Nc2ccc3c(c2)OCCO3)nnc1C1CC1	3	4	-7	-1	-3	-1	2	2
COc1ccc(N2CC(C(=O)NCCc3ccc(OC)c(OC)c3)CC2=O)cc1 (configuration not stated)	0	-6	-9	2	-3	-9	12	2
Cc1ccc(-c2nnc(N3CCCCC3)c3ccccc23)cc1	-3	25	-1	-1	1	-5	14	-4
Cc1ccc(NC(=O)c2ccc3nsnc3c2)c(Cl)c1	81*	-4	62*	1	0	-1	-10	49
COc1cc(/C=N/NC(=O)c2ccccc2)ccc1O	-14	9	-15	2	-7	-1	-32	-19
Cn1c(SCc2n[nH]c(=S)n2-c2ccccc2)nnc1-c1ccccc1	-3	10	-31	2	-8	44	15	-1
Cc1cc(NC(=O)CSc2nnnn2-c2ccc(C)c(Cl)c2)no1	-4	4	-18	0	-7	-1	6	-3
CC(=O)NCCn1c(SCc2cc(F)ccc2F)nc2ccccc2c1=O	-8	-2	-9	1	5	2	9	-10
CC(C)C[C@H]1CNC(=O)C(=O)N1C[C@H](C)NC(=O)Cc1ccccc1	9	-7	-26	1	-9	4	13	-18
COc1ccc(NS(=O)(=O)c2cccc(C(=O)NCC3(N(C)C)CCCCC3)c2)cc1	7	-4	-18	0	-4	-8	12	-10
C#CC[N+](C)(C)CCCCCCCCCC	-1	2	-18	0	7	-12	20	-4
Nc1nc(CCl)nc(N(c2ccccc2)c2ccccc2)n1	0	4	-17	2	4	5	2	-7
CC1=NOC(=O)/C1=C/c1ccc(O)c(Br)c1	6	9	9	-6	6	14	27	0
O=C(Cn1c(=O)oc2ccccc21)Nc1ccc2c(c1)OCCO2	1	2	-6	-1	0	-14	29	-2
CCOC(=O)/C(C#N)=C1\CCCN1CC(N)=S	-9	-4	-1	3	-10	34	17	5
Cc1ccc(NC(=O)COc2ccccc2C(N)=O)cc1S(=O)(=O)N1CCCCCC1	-8	28	-14	2	2	-3	2	-11
COc1ccccc1-c1nc(-c2ccc(Br)cc2)no1	0	-11	71*	3	-9	14	-7	70*
CN1c2ccccc2C(C)(C)C12C=Nc1c(cc(N3CCOCC3)c3ccccc13)O2 (configuration not stated)	20	69*	24	-21	29	38	-276	-6
CC(C)(C)NC(=O)COC(=O)c1ccc(F)cc1Cl	1	2	11	2	-3	-13	14	1
c1ccc2sc(N3CN(CCN4CCOCC4)CN(c4nc5ccccc5s4)C3)nc2c1	2	13	-5	-1	6	4	10	-13
Cc1cc(C(=O)COc2ccc3ccc(=O)oc3c2)c(C)n1Cc1cccs1	10	13	4	-26	4	18	-417	3
O=C(NCCc1ccc(Cl)cc1)c1ccc(=O)[nH]c1	-8	2	-17	1	-1	-12	4	-2
O=c1[nH]c(/C=C2\C=Nc3ccccc32)c(O)n1Cc1ccccc1F	5	2	-8	-39	1	14	-79	-2
O=C(CN(Cc1ccccc1F)C(=O)Cn1nnc(-c2cccs2)n1)NC1CCCCC1	-2	24	-6	1	1	-4	6	-8
Cc1ccc(NS(=O)(=O)c2ccc(C(=O)N3CCOCC3)cc2)cc1	0	-6	-6	0	-3	-12	9	8
O=C(CSc1nncs1)NCCCc1ccccc1	-3	-2	-17	3	-12	1	-2	-3
O=C(Nc1ccccc1)c1sc2cc(C(F)(F)F)cnc2c1-c1cccs1	12	-9	1	-9	-1	-3	-66	-6
COc1ccc(C)cc1-n1[nH]nnc1=S	-11	-1	4	2	-16	18	10	6

Profiles, quoted from the list:
O=C(NCCc1ccc(Cl)cc1)c1ccc(=O)[nH]c1 across the screens: SENP7 block = -8; Apaf-1 inh = 2; SENP6 block = -17; SENP1 inh = 1; HKDC1 inhibitor = -1; PfGluPho inh = -12; SENP8 block-1 = 4; SENP8 block-2 = -2
O=C(Cn1c(=O)oc2ccccc21)Nc1ccc2c(c1)OCCO2 across the screens: SENP7 block = 1; Apaf-1 inh = 2; SENP6 block = -6; SENP1 inh = -1; HKDC1 inhibitor = 0; PfGluPho inh = -14; SENP8 block-1 = 29; SENP8 block-2 = -2
C#CC[N+](C)(C)CCCCCCCCCC across the screens: SENP7 block = -1; Apaf-1 inh = 2; SENP6 block = -18; SENP1 inh = 0; HKDC1 inhibitor = 7; PfGluPho inh = -12; SENP8 block-1 = 20; SENP8 block-2 = -4

Sorted by molar mass (smallest number first): part of the list above.
SMILES	SENP7 block	Apaf-1 inh	SENP6 block	SENP1 inh	HKDC1 inhibitor	PfGluPho inh	SENP8 block-1	SENP8 block-2
C#CC[N+](C)(C)CCCCCCCCCC	-1	2	-18	0	7	-12	20	-4
CC(C)C[C@H]1CNC(=O)C(=O)N1C[C@H](C)NC(=O)Cc1ccccc1	9	-7	-26	1	-9	4	13	-18
O=C(Nc1ccccc1)c1sc2cc(C(F)(F)F)cnc2c1-c1cccs1	12	-9	1	-9	-1	-3	-66	-6

Back to the main list with the 7 entries that preceded the break.
SMILES	SENP7 block	Apaf-1 inh	SENP6 block	SENP1 inh	HKDC1 inhibitor	PfGluPho inh	SENP8 block-1	SENP8 block-2
O=C(NCCc1ccc(Cl)cc1)c1ccc(=O)[nH]c1	-8	2	-17	1	-1	-12	4	-2
O=c1[nH]c(/C=C2\C=Nc3ccccc32)c(O)n1Cc1ccccc1F	5	2	-8	-39	1	14	-79	-2
O=C(CN(Cc1ccccc1F)C(=O)Cn1nnc(-c2cccs2)n1)NC1CCCCC1	-2	24	-6	1	1	-4	6	-8
Cc1ccc(NS(=O)(=O)c2ccc(C(=O)N3CCOCC3)cc2)cc1	0	-6	-6	0	-3	-12	9	8
O=C(CSc1nncs1)NCCCc1ccccc1	-3	-2	-17	3	-12	1	-2	-3
O=C(Nc1ccccc1)c1sc2cc(C(F)(F)F)cnc2c1-c1cccs1	12	-9	1	-9	-1	-3	-66	-6
COc1ccc(C)cc1-n1[nH]nnc1=S	-11	-1	4	2	-16	18	10	6
CC(C)CC1NC(=O)N(Cc2cc(=O)n3ccsc3n2)C1=O (configuration not stated)	2	-16	-27	-4	-4	22	-24	3
O=C1C(Cc2ccccc2)Nc2ncnc(N3CCc4ccccc4C3)c2N1Cc1ccc(Br)cc1 (configuration not stated)	15	31	-7	.	.	.	.	-12
CC(C)C(=O)NS(=O)(=O)c1ccc(N)cc1	1	-14	1	2	-7	-17	47*	-2
Cn1c(SCC(=O)N2CCc3ccccc32)nc2cccnc21	-2	-9	-16	0	-3	25	2	-4
Cc1c(NC(=O)CSc2nc(N)cc(N)n2)c(=O)n(-c2ccccc2)n1C	-2	4	-10	2	-3	1	11	-8
CCC1Oc2ccc(C)cc2N(CC(=O)N2CCN(c3ccc(F)cc3)CC2)C1=O (configuration not stated)	-5	15	-6	0	-2	7	5	0
Cc1cc(C(=O)Nc2ccc3c(c2)CCC3)c2ccccc2n1	3	7	15	5	5	18	10	-2
O=[N+]([O-])c1ccc(-c2cn(-c3ccc(Cl)cc3)c(=S)[nH]2)cc1	.	.	.	6	-1	9	16	.
O=C(/C=C/c1c[nH]c2ccccc12)c1cccc2ccccc12	0	1	-1	-25	3	46	-186	-5
COc1ccc(Cl)cc1NS(=O)(=O)c1cccc(C(=O)NC2CCC(O)CC2)c1 (configuration not stated)	-2	3	4	2	1	2	9	8
COCCN(C(=S)Nc1cccc(C)c1C)C(C)c1ccco1 (configuration not stated)	-6	11	-2	1	-4	2	24	-3
CCn1ccnc1CNC(=O)CC1C(=O)NCCN1CC(c1ccccc1)c1ccccc1 (configuration not stated)	3	6	2	-10	-7	11	-5	-7
Cc1ccc(NC(=O)COC(=O)c2cc(=O)c3ccccc3o2)c(Br)c1	0	-4	11	2	-4	-19	14	-6
CCOC(=O)c1sc(Nc2ccc(Br)cc2)nc1C	-3	14	-29	0	6	49	-392	-5
N#CC1(NC(=O)COC(=O)C2CCN(S(=O)(=O)c3ccc4c(c3)OCCO4)CC2)CCCCC1	.	.	.	3	-1	-15	16	.
OCCNCc1cc(Br)ccc1OCc1ccc(F)cc1	1	-8	8	3	-2	-2	15	3
Cc1cc(C2C(=O)CC(=O)CC2c2ccccc2)on1 (configuration not stated)	-3	2	-15	4	-4	-16	-11	-2
CC(=O)c1cccc(OCC(=O)Nc2cccc(C(=O)Nc3c(C)n(C)n(-c4ccccc4)c3=O)c2)c1	6	-5	-15	-1	-5	-6	-3	-4
Cc1cc2c(cc1C)NC(C)CC(=O)N2 (configuration not stated)	.	.	.	-2	-2	3	9	.
COc1ccc(C(CNC(=O)CNC(=O)c2ccccc2Cl)N2CCCC2)cc1 (configuration not stated)	-4	13	-4	-7	-8	5	-86	-5

Screening data as filed in PubChem.
